# AT treatment: potential ataxia-telangiectasia treatment; […] A-T fibroblasts, KAP-1 phosphorylation AlphaLISA; neocarzinostatin DNA damage 30 min before lysis; Potency, µM (doses to about 57.5 µM), for inactives: top-dose activation, actives largely listed as activators; 320,000 tested, 0.19% active; note: potency is the fitted concentration of half-maximal effect; % of control where 0% means no effect; nearly all actives have a fitted effect of over 45% in size
#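 ATM-like activity read as KAP-1 phosphorylation via AlphaLISA donor/acceptor antibody pairs after lysis and 6 hr at 25C. Cells were ATM-null patient fibroblasts ([…], hTERT), dosed 60 min, then exposed to the DSB inducer NCS for 30 min.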
# ELG1 DNA repair: inhibitors of ELG1-dependent DNA repair in HEK293T cells. HEK293T ELG1-luciferase reporter, luminescence, 16 h; DNA damage induced by 5-fluorouridine. Potency, µM (top dose mostly 46.1 µM), for inactives: at the top dose activity change, negative = inhibition, actives largely listed as inhibitors. 330,000 tested, 2.3% active; note: potency is the fitted concentration of half-maximal effect; % is set by controls: 0 for no effect and ±100 for the full control effect; nearly all actives have a fitted effect of over 55% in size
#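 Reporter activity after DNA damage by 5-fluorouridine is monitored. Compound-treated cells incubate 16 hr at 37 °C, then ONE-Glo is added for 30 min before luminescence reading.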
# PTAP TSG101 blk: blocks PTAP/TSG101 interaction to inhibit HIV-1 budding; Q99816; Fluorescence polarization, FITC-PTAP peptide / Tsg101 binding; Potency, µM (doses to about 115 µM), inactives show at the top dose activity change, negative = inhibition, usual class: inhibitors; 340,000 tested, under 10 active; active = well fitted inhibition curve with a large enough effect in the main read-out, with a control signal flat, not every such curve was filed as active; inconclusive = small, poorly fitted or top-dose-only effect, or effect the other way, or a change in a side signal; inactive = no such curve, though single readings can be large or run the other way; note: potency is the fitted concentration of half-maximal effect; % of control where 0% means no effect
# Target sequence (Q99816 whole entry, looked up): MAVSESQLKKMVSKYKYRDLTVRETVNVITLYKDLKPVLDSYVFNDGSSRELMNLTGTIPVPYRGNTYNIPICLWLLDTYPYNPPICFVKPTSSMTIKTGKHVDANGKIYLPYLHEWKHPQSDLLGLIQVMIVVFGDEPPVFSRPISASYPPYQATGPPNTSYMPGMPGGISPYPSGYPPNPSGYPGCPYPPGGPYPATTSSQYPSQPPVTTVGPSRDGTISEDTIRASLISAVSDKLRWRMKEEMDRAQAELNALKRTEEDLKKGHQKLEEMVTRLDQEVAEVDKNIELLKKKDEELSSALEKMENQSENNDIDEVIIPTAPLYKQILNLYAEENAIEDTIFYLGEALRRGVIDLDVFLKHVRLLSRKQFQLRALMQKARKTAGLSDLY
#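 Fluorescence polarization binding of Tsg101 binding domain (10 uM final) to FITC-labeled PTAP peptide (50 nM final) in HEPES pH 7.5 buffer with NaCl, Tween 20, EDTA, TCEP. Compounds added before peptide; binding 20 min at RT.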
# p53 reactivator: mutant p53 re-activation in reporter cells; H1299 p53-A138V BP100-luciferase reporter, luminescence, 24 h; Potency, µM (titrated, usually from 92.2 µM), inactives show top-dose activity change, positive = activation, most hits filed as activators; 320,000 tested, 0.063% active; AID 504706; note: potency is the fitted concentration of half-maximal effect; % of control where 0% means no effect; nearly all actives have a fitted effect of over 45% in size
#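 p53-null H1299 cells stably carrying temperature-sensitive p53-A138V and a BP100-luciferase reporter were pinned with compounds (4-point, 1:5 series) and held 24 hrs at 37 deg C. Luminescence was read 10 min after detection reagent.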
# CXXC DNA block: blocks binding of human MLL CXXC domain to DNA; Q03164; MLL-CXXC / FITC-HOXA9 DNA fluorescence polarization; Potency, µM (top dose mostly 115 µM), for inactives: at the highest dose activity change, negative = inhibition, hits mostly inhibitors; 290,000 tested, 0.037% active; active = well fitted inhibition curve with a large enough effect in the polarisation, with a control signal flat, not every such curve was filed as active; inconclusive = small, poorly fitted or top-dose-only effect, or effect the other way, or a change in a side signal; inactive = no such curve, though single readings can be large or run the other way; the % refers to the polarisation; note: potency is the fitted concentration of half-maximal effect
#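 Fluorescence polarization: 7 uM MLL-CXXC (stock) preincubated 5 min with compounds, then 50 nM fluorescein-HOX-A9 DNA (stock) added; 30 min ambient. Buffer 50 mM Tris-HCl pH 7.5, 50 mM NaCl, 1 mM DTT, 0.05% BSA.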
# TCR act: T cell receptor activation | Potency, µM (doses to about 9.22 µM), for the others: at the top dose activation of IL-2 secretion, usual class: activators | primary human leukocytes, anti-CD3, IL-2 HTRF, 48 h | 330,000 tested, under 10 active; note: % of control where 0% means no effect
#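 Compounds are tested in HTS on primary human leukocytes co-incubated with a-CD3 beads for 48 hr. IL-2 output is measured by time-resolved FRET.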
# B2AR arrestin: recruits beta-arrestin to the human beta2-adrenergic receptor; AID 492947; Potency, µM (titrated, usually from 46.1 µM), inactives show at the top dose activation, most hits filed as activators; P07550; 330,000 tested, 0.02% active; beta-arrestin recruitment to beta2AR, cell-based reporter;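 note: potency is the fitted concentration of half-maximal effect; 0% = DMSO controls and full agonism = EC100 isoproterenol or metaproterenol; nearly all actives have a fitted effect of over 65% in size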
# Target sequence (P07550 whole entry, looked up): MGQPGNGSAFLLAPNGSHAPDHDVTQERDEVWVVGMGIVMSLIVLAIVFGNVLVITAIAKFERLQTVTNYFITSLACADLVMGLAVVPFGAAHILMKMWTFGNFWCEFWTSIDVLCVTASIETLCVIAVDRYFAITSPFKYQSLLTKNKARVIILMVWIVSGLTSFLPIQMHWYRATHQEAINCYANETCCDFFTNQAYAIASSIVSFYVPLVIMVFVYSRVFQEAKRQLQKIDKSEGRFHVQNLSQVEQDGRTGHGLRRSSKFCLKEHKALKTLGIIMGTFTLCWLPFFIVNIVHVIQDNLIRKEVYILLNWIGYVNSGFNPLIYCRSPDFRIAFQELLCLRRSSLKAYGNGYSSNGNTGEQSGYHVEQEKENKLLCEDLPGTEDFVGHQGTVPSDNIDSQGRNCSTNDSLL
# Integrin act MD: activates integrin-mediated alleviation for muscular dystrophy; alpha7betagal myoblasts, beta-gal FDG fluorescence, 48 h; Potency, µM (top dose mostly 38.3 µM), for inactives: at the highest dose activation, hits mostly activators; 350,000 tested, 0.064% active; AID 624291;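 note: potency is the fitted concentration of half-maximal effect; 100% = response of the positive control SU9516; nearly all actives have a fitted effect of over 60% in size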
#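 Alpha7betagal+/- myoblasts (passage 13) were plated 16-24 hr, then exposed to compounds (1:260 dilution of DMSO stock) for 48 hours at 37C. After MPER lysis, β-galactosidase reporter activity was read as FDG fluorescence (ex 480/em 540) after 30 minutes.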
# TRPV1 agonist: human TRPV1 agonism | Q8NER1 | activation, % at 8.33 µM | TRPV1-expressing cells, Fluo-8 calcium influx, agonist mode | AID 540275 | 320,000 tested, 0.19% active; in the data active = activation above about 80%; inconclusive = between about 30% and that limit; note: 0% is about no effect
#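 Fluo-8 calcium influx in TRPV1-expressing cells, kinetic read (ex 480/em 520 nm). Compound added and read 3 min for agonist activity, followed by capsaicin at EC20 final and 2 min further read for enhancement.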
# BRCA1 expr up: BRCA1 expression activation | MCF7-BRCA1-FFLuc reporter, luminescence, 48 h; response scale: scaled: vehicle 0%, 10 µM genistein 100% | Potency, µM (highest dose often 46.1 µM), for inactives: top-dose activation, usual class: activators | 380,000 tested, 1.1% active; note: potency is the fitted concentration of half-maximal effect; nearly all actives have a fitted effect of over 80% in size; some results filed as inactive show a strong effect at the top dose
#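 Luminescence from a BRCA1-driven firefly luciferase in MCF7 cells was read after 48 h compound exposure at 37 C. Data normalized against DMSO and a 10microM genistein activation control, then curve-fitted across the titration.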
# The depositor's hits bear a star; ? = inconclusive; nt = no result given; [ ] = dose if it differs, or a comment. Unless noted, calls come from the whole dose curve; as a rule, active = well fitted curve in the direction sought with a large enough effect; inconclusive = small, poorly fitted or top-dose-only effect, or another doubt; inactive = no such curve, though single readings can be large; an effect the other way counts as inactive or inconclusive.
SMILES,AT treatment,ELG1 DNA repair,PTAP TSG101 blk,p53 reactivator,CXXC DNA block,TCR act,B2AR arrestin,Integrin act MD,TRPV1 agonist,BRCA1 expr up
O=C(NC1CCCCCC1)c1ccc(CN2CCOCC2)cc1,-3%,?,-2%,?,?,3%,0.2%,11%,?,?
CCOC(=O)Cn1c2ccccc2c2nc(C)sc21,5%,26%,0%,-1%,5%,1%,-0.2%,5%,-7,-11%
Cc1c(N(C)S(=O)(=O)c2cc(C(=O)NCC3CCCO3)ccc2Cl)c(=O)n(-c2ccccc2)n1C (stereo unspecified),-2%,20%,-2%,-4%,nt,5%,0.1%,3%,1,6%
O=C(NC1CCCc2c1cnn2-c1ccccc1F)c1ccccc1N1CCOCC1 (stereo unspecified),-3%,-4%,0%,-11%,11%,3%,-0.3%,0%,13,-26%
CC(C)CNC(=O)CCCc1ccccc1,-2%,?,-3%,12%,2%,-5%,-0.8%,-4%,4,?
CCN(CC(=O)Nc1ccc2c(c1)OCCO2)Cc1cc(=O)oc2cc(C)c(C)cc12,-2%,-10%,-6%,-8%,5%,4%,-0.7%,-6%[7.66 µM],29,-7%
CNC(=S)NN=C(C)CCCC(C)=NNC(=S)NC,nt,nt,-4%,nt,nt,6%,nt,-52%[inhibitor],nt,-25%
CC(C)c1ccc(NC(=O)CCN2C(=O)[C@@H]3Cc4ccccc4CN3C2=O)cc1,10%,6%,0%,-1%,2%,4%,0.1%,21%,?,1%
COc1ccccc1C(=O)NNC(=O)c1ccccc1[N+](=O)[O-],-3%,-2%,-2%,-3%,-7%,5%,-0.8%,18%,2,-2%
COc1cc(/C=C/c2ccc3cccc(OC)c3n2)c(O)c([N+](=O)[O-])c1,-3%,1%,-1%,8%,?,6%,0.0%,0%,1,-18%
COc1ccc(NS(=O)(=O)c2cn(C)cn2)cc1,4%,5%,-2%,-1%,-6%,-2%,0.4%,13%,1,-7%
CCN(CC)S(=O)(=O)c1cc(C(=O)N2CCc3ccccc32)ccc1Cl,-3%,?,1%,-3%,-5%,-3%,0.1%,-35%,?,-38%
CC(=O)N(Cc1c(C)nn(-c2ccccc2)c1Cl)c1ccc(Cl)cc1,1%,-3%,-2%,-5%,-3%,1%,0.2%,?,nt,-30%
CCOc1ccccc1CN1CCN(Cc2csc(C(C)=O)c2)CC1CCO (stereo unspecified),-1%,18%,-3%,0%,-5%,1%,-0.1%,0%,1,-26%
CCOc1ccc(-n2c(Cc3cc(=O)[nH]c(=O)[nH]3)nnc2SC(C)C)cc1,6%,-32%,-4%,-9%,43%[activator],-3%,0.0%,-6%,-1,-31%
Cc1cc(C(=O)NCC2COc3ccccc3O2)c2ccccc2n1 (stereo unspecified),-3%,-6%,-1%,-3%,-4%,-4%,0.3%,-18%,2,-17%
COCCCn1c(=O)c2ccccc2n(Cc2cccc(C)c2)c1=O,7%,-11%,-9%,-5%,-4%,-5%,0.3%,-26%,10,-3%
CC[n+]1c(P(=O)([O-])c2ccccc2)[nH]c2ccccc21,-3%,8%,-6%,3%,11%,3%,-0.1%,22%,0,3%

# Taken from above for reference:
SMILES,AT treatment,ELG1 DNA repair,PTAP TSG101 blk,p53 reactivator,CXXC DNA block,TCR act,B2AR arrestin,Integrin act MD,TRPV1 agonist,BRCA1 expr up
O=C(NC1CCCCCC1)c1ccc(CN2CCOCC2)cc1,-3%,?,-2%,?,?,3%,0.2%,11%,?,?
CCOC(=O)Cn1c2ccccc2c2nc(C)sc21,5%,26%,0%,-1%,5%,1%,-0.2%,5%,-7,-11%
Cc1c(N(C)S(=O)(=O)c2cc(C(=O)NCC3CCCO3)ccc2Cl)c(=O)n(-c2ccccc2)n1C (stereo unspecified),-2%,20%,-2%,-4%,nt,5%,0.1%,3%,1,6%
O=C(NC1CCCc2c1cnn2-c1ccccc1F)c1ccccc1N1CCOCC1 (stereo unspecified),-3%,-4%,0%,-11%,11%,3%,-0.3%,0%,13,-26%
CC(C)CNC(=O)CCCc1ccccc1,-2%,?,-3%,12%,2%,-5%,-0.8%,-4%,4,?
CCN(CC(=O)Nc1ccc2c(c1)OCCO2)Cc1cc(=O)oc2cc(C)c(C)cc12,-2%,-10%,-6%,-8%,5%,4%,-0.7%,-6%[7.66 µM],29,-7%
CNC(=S)NN=C(C)CCCC(C)=NNC(=S)NC,nt,nt,-4%,nt,nt,6%,nt,-52%[inhibitor],nt,-25%
CC(C)c1ccc(NC(=O)CCN2C(=O)[C@@H]3Cc4ccccc4CN3C2=O)cc1,10%,6%,0%,-1%,2%,4%,0.1%,21%,?,1%
COc1ccccc1C(=O)NNC(=O)c1ccccc1[N+](=O)[O-],-3%,-2%,-2%,-3%,-7%,5%,-0.8%,18%,2,-2%
COc1cc(/C=C/c2ccc3cccc(OC)c3n2)c(O)c([N+](=O)[O-])c1,-3%,1%,-1%,8%,?,6%,0.0%,0%,1,-18%
COc1ccc(NS(=O)(=O)c2cn(C)cn2)cc1,4%,5%,-2%,-1%,-6%,-2%,0.4%,13%,1,-7%
CCN(CC)S(=O)(=O)c1cc(C(=O)N2CCc3ccccc32)ccc1Cl,-3%,?,1%,-3%,-5%,-3%,0.1%,-35%,?,-38%

# Assay outcomes from PubChem.
